From PubChem BioAssay
OX1R antag-1 – human HCRTR1 antagonism | actives 0.43% (n = 330,000) | CHO/OX1R cells, Fluo-8 calcium fluorescence, orexin A | inhibition, % at 5 µM | AID 434989 | O43613;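 active = inhibition above its plate's threshold, mean inhibition of all tested compounds on the plate plus 3 SD, cut at about 37% in these data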;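 note: 0% = orexin A challenge wells and 100% = SB-334867-A antagonist wells; not every result past the cut was called active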
Target sequence (O43613 whole entry, looked up): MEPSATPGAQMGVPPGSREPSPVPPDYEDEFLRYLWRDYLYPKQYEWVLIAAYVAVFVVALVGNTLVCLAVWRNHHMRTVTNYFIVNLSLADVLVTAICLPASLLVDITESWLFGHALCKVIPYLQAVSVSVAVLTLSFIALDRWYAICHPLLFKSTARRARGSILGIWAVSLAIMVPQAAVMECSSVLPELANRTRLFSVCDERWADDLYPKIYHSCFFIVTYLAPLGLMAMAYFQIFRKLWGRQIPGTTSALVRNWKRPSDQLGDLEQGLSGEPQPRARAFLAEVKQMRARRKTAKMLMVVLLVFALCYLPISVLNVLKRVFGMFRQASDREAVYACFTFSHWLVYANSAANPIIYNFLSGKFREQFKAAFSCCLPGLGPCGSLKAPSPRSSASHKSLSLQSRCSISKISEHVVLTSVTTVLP
OX1R antag-2 – antagonists of human orexin 1 receptor (OX1R); O43613; OX1R-expressing cells, FRET antagonist read-out; inhibition, % at 6.6 µM; actives 1.8% (n = 330,000); AID 485270; in the data active = inhibition mostly above about 38%, no sharp cut-off; inactive = mostly below about 40%;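 note: 0% = agonist challenge alone and 100% = reference antagonist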
CHT allo act – allosterically activates the human high affinity choline transporter; CHT-expressing cells, membrane potential dye, choline EC20; hits give high values; LV-AA mutant CHT in HEK293 cells; B-score at 10 µM; actives 0.49% (n = 310,000); AID 488977;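 active = initial fluorescence not abnormally high and integrated response B-score, plate-corrected, over 3 SD above library mean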
Target sequence (Q9GZV3 whole entry, looked up): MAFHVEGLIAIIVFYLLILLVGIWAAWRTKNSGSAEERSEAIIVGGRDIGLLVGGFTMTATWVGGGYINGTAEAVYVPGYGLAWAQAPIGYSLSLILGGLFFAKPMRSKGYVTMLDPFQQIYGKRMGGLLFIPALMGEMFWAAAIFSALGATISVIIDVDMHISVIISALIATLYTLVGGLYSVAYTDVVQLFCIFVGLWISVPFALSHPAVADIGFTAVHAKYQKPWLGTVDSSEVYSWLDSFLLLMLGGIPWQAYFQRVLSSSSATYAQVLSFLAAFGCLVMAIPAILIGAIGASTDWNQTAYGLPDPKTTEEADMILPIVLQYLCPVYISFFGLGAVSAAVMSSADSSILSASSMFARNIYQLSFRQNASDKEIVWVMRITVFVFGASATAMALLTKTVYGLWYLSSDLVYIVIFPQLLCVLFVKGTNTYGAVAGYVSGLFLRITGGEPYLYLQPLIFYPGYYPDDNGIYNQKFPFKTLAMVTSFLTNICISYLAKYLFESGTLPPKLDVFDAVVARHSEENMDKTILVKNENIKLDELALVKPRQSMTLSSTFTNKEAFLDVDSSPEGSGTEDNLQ
Active calls of the source: *.

What do the screens show for `O=C(CN1CCN(CC(=O)Nc2ccccc2C(F)(F)F)CC1)Nc1ccccc1F`?
OX1R antag-1: -22.6; OX1R antag-2: 19.1; CHT allo act: inactive

How did COc1ccc(CC(=O)Nc2ccc(S(=O)(=O)Nc3cc(C)on3)cc2)cc1OC do in these assays?
OX1R antag-1: -19.6; OX1R antag-2: 12.4; CHT allo act: inactive

What do the screens show for `Cc1cc(OCC(=O)Nc2cccnc2)c2c(C)cc(=O)oc2c1`?
OX1R antag-1: -14.7; OX1R antag-2: 8.0; CHT allo act: inactive

Results for CN1CN=C(NS(=O)(=O)c2ccc([N+](=O)[O-])cc2)NC1 ?
OX1R antag-1: -9.7; OX1R antag-2: 82.8*; CHT allo act: inactive

How did O=C(CSCc1cc(=O)n2nc(C3CC3)sc2n1)Nc1ccccc1Cl do in these assays?
OX1R antag-1: -13.4; OX1R antag-2: 49.0; CHT allo act: inactive

What do the screens show for `CC1(C)CC(CC(=O)Nc2ccccc2[N+](=O)[O-])C(=O)O1` (centres undefined)?
OX1R antag-1: -1.4; OX1R antag-2: 36.2; CHT allo act: inactive

How did CC(C)n1cnc2cc(NCc3ccccn3)ccc21 do in these assays?
OX1R antag-1: -18.9; OX1R antag-2: 5.5; CHT allo act: inactive

Results for O=C(NCc1csc(-c2cccs2)n1)C1CC1 ?
OX1R antag-1: 0.8; OX1R antag-2: 17.4; CHT allo act: inactive

What do the screens show for `O=C(CN1CCN(CC(=O)Nc2ccc(Cl)cc2)CC1)Nc1ccc(F)cc1`?
OX1R antag-1: -17.6; OX1R antag-2: 7.3; CHT allo act: inactive

What do the screens show for `Cc1ccccc1NCc1ccc(O)c2ncccc12`?
OX1R antag-1: -7.7; OX1R antag-2: -0.8; CHT allo act: inactive

Results for Cc1ccccc1NS(=O)(=O)c1ccc2c(c1)n(C)c(=O)n2C ?
OX1R antag-1: -25.9; OX1R antag-2: 17.1; CHT allo act: inactive

How did Cc1ccc(N(CC(=O)N/N=C/c2ccc(OCC(N)=O)cc2)S(C)(=O)=O)cc1Cl do in these assays?
OX1R antag-1: -27.0; OX1R antag-2: 12.5; CHT allo act: inactive

Results for O=C(Nc1ccc(F)cc1)OCCOc1ccc([N+](=O)[O-])cc1 ?
OX1R antag-1: -18.9; OX1R antag-2: 9.6; CHT allo act: inactive

Results for CS(=O)(=O)c1ccc2nc(NC(=O)c3ccc(NS(=O)(=O)c4cccc([N+](=O)[O-])c4)cc3)sc2c1 ?
OX1R antag-1: -2.3; OX1R antag-2: -4.0; CHT allo act: inactive

What do the screens show for `CC1CCN(S(=O)(=O)c2ccc(C(=O)N3CCCC3C(=O)O)cc2)CC1` (centres undefined)?
OX1R antag-1: -11.6; OX1R antag-2: 3.2

What do the screens show for `CC(C)CC(COCc1ccc(Cl)cc1)N1CCN(C(=O)c2ccc(Cl)cc2Cl)CCC1=O` (centres undefined)?
OX1R antag-1: -27.4; OX1R antag-2: 17.4; CHT allo act: inactive

How did COc1ccc(Cl)cc1S(=O)(=O)Nc1ccc2c(c1)n(C)c(=O)n2C do in these assays?
OX1R antag-1: -3.1; OX1R antag-2: 4.2; CHT allo act: inactive

How did COc1ccc(CCNS(=O)(=O)c2ccc(Br)cc2)cc1OC do in these assays?
OX1R antag-1: -20.9; OX1R antag-2: 10.7; CHT allo act: inactive

Results for Nc1ncnc(N2CCc3ccccc32)c1[N+](=O)[O-] ?
OX1R antag-1: -10.2; OX1R antag-2: 47.5; CHT allo act: inactive

What do the screens show for `N#Cc1c(Sc2ncc(C(F)(F)F)cc2Cl)nsc1C/C=N\OCc1ccccc1Br`?
OX1R antag-1: -2.5; OX1R antag-2: 25.0; CHT allo act: inactive

Four compounds out of the list, arranged by count of non-hydrogen atoms, descending:
What do the screens show for `N#Cc1c(Sc2ncc(C(F)(F)F)cc2Cl)nsc1C/C=N\OCc1ccccc1Br`?
OX1R antag-1: -2.5; OX1R antag-2: 25.0; CHT allo act: inactive

How did Cc1ccc(N(CC(=O)N/N=C/c2ccc(OCC(N)=O)cc2)S(C)(=O)=O)cc1Cl do in these assays?
OX1R antag-1: -27.0; OX1R antag-2: 12.5; CHT allo act: inactive

Results for Cc1ccccc1NS(=O)(=O)c1ccc2c(c1)n(C)c(=O)n2C ?
OX1R antag-1: -25.9; OX1R antag-2: 17.1; CHT allo act: inactive

Results for Nc1ncnc(N2CCc3ccccc32)c1[N+](=O)[O-] ?
OX1R antag-1: -10.2; OX1R antag-2: 47.5; CHT allo act: inactive

Following part:
What do the screens show for `CCOc1ccc(C(=O)/C=C/c2ccc(OC)c(OC)c2)cc1`?
OX1R antag-1: -20.2; OX1R antag-2: 20.5; CHT allo act: inactive

What do the screens show for `O=C(Cc1c(Sc2ccccc2)c2ccccc2n1Cc1ccccc1)NCCO`?
OX1R antag-1: 7.5; OX1R antag-2: 29.0; CHT allo act: inactive

How did Cn1ncc([N+](=O)[O-])c1C(=O)N/N=C/c1cccc([N+](=O)[O-])c1 do in these assays?
OX1R antag-1: -9.4; OX1R antag-2: 54.0*; CHT allo act: inactive

What do the screens show for `CC(SC1=NCCS1)C(=O)Nc1nnc(-c2ccc(Br)cc2)s1` (centres undefined)?
OX1R antag-1: 0.6; OX1R antag-2: 9.1; CHT allo act: inactive

Results for Nc1ccccc1-c1nc2ccccc2s1 ?
OX1R antag-1: -18.0; OX1R antag-2: 20.9; CHT allo act: inactive

Results for CSc1cccc(CNC(=O)CC2C(=O)NCCN2CC(C)(C)C)c1 (centres undefined) ?
OX1R antag-1: -16.8; OX1R antag-2: 25.4; CHT allo act: inactive

How did Cn1c(N)c(C(=O)COC(=O)c2ccccc2C(=O)c2ccc(Cl)c([N+](=O)[O-])c2)c(=O)n(C)c1=O do in these assays?
OX1R antag-1: 11.9; OX1R antag-2: 35.5*

Results for COC(=O)C(CSCc1ccccc1)NC(=O)CSc1nc(C)cc(=O)[nH]1 (centres undefined) ?
OX1R antag-1: -20.1; OX1R antag-2: 10.3; CHT allo act: inactive

How did Cc1ccc(S(=O)(=O)N(C)C)cc1NC(=S)N1CCc2ccccc21 do in these assays?
OX1R antag-1: -21.2; OX1R antag-2: -5.5; CHT allo act: inactive

Results for COC(=O)[C@H]1C[C@@H]1[C@H](NS(=O)(=O)c1ccc2ccccc2c1)c1ccccc1 ?
OX1R antag-1: -5.8; OX1R antag-2: 79.1*; CHT allo act: inactive

What do the screens show for `CC(=O)c1ccc(N2CCN(S(=O)(=O)c3cccc(S(=O)(=O)N4CCOCC4)c3)CC2)cc1`?
OX1R antag-1: -6.6; OX1R antag-2: 18.9; CHT allo act: inactive

Results for CN1C(=O)C(CC(=O)Nc2ccc(F)cc2)N(Cc2ccco2)C1=S (centres undefined) ?
OX1R antag-1: -13.1; OX1R antag-2: 3.4; CHT allo act: inactive

Results for CC(C)(C)n1nnnc1C(c1ccc(C(F)(F)F)cc1)N(Cc1ccccc1)Cc1ccco1 (centres undefined) ?
OX1R antag-1: -23.6; OX1R antag-2: 11.6; CHT allo act: inactive

How did N/C(=N\OC(=O)c1ccccc1Cl)c1ccc(Cl)cc1 do in these assays?
OX1R antag-1: 0.2; OX1R antag-2: 15.2; CHT allo act: inactive

How did Cc1ccc(Nc2nc(N)nc(CN3CCN(C(=O)c4ccco4)CC3)n2)cc1Cl do in these assays?
OX1R antag-1: -29.2; OX1R antag-2: 13.5; CHT allo act: inactive

How did Cn1c(C(=O)O)cc2cc(Oc3ccccc3)ccc21 do in these assays?
OX1R antag-1: -17.9; OX1R antag-2: -0.5; CHT allo act: inactive

How did CCOc1ccc(N2C(=O)C(Cl)=C(N3CCOCC3)C2=O)cc1 do in these assays?
OX1R antag-1: -14.7; OX1R antag-2: 5.5; CHT allo act: inactive

Results for COc1cccc(C(=O)C2CCCN(C(=O)c3ccccn3)C2)c1 (centres undefined) ?
OX1R antag-1: -16.7; OX1R antag-2: 6.0; CHT allo act: inactive

What do the screens show for `COC(=O)c1cc2c(cc1N)OCCO2`?
OX1R antag-1: -12.3; OX1R antag-2: 12.7; CHT allo act: inactive

How did CCOC(=O)COc1ccsc1C(=O)OC do in these assays?
OX1R antag-1: 0.7; OX1R antag-2: 21.4; CHT allo act: inactive

How did CC(=O)c1cccc(NC(=O)Cn2cnc(S(=O)(=O)N3CCCC3)c2)c1 do in these assays?
OX1R antag-1: 10.9; OX1R antag-2: 4.8; CHT allo act: inactive

What do the screens show for `O=C(O)CC(C(=O)OC1CCCCC1)N1CCOCC1` (centres undefined)?
OX1R antag-1: -15.7; OX1R antag-2: 13.5; CHT allo act: inactive

Results for CCOC(=O)C(NC(=O)c1ccccc1)(N1CCOCC1)C(F)(F)F (centres undefined) ?
OX1R antag-1: -14.4; OX1R antag-2: 15.7; CHT allo act: inactive

How did O=C(NC(=S)Nc1nc(-c2cccc([N+](=O)[O-])c2)cs1)c1cc(Cl)ccc1Cl do in these assays?
OX1R antag-1: -15.6; OX1R antag-2: 6.2; CHT allo act: inactive

Results for O=C(Nc1ccccc1C(=O)NC1CC1)c1ccccc1F ?
OX1R antag-1: -22.6; OX1R antag-2: 5.0

What do the screens show for `CCCCC1CCC(C(=O)N(CCCC)c2c(N)n(CCCC)c(=O)[nH]c2=O)CC1` (centres undefined)?
OX1R antag-1: -9.7; OX1R antag-2: 20.3; CHT allo act: inactive

Results for Nn1c(SCC(=O)Nc2cccc(Br)c2)nnc1C1CC1 ?
OX1R antag-1: -9.7; OX1R antag-2: 6.0

What do the screens show for `O=C1CC(N2CCN(CCc3ccccn3)CC2)C(=O)N1c1ccc(Cl)cc1` (centres undefined)?
OX1R antag-1: -17.8; OX1R antag-2: 18.3; CHT allo act: inactive

Results for Cc1ccc(C)c(NC(=O)CCN2C(=O)[C@@H]3Cc4ccccc4CN3C2=O)c1 ?
OX1R antag-1: -24.7; OX1R antag-2: 22.5; CHT allo act: inactive

What do the screens show for `Cc1cc(C(F)(F)F)c(C#N)c(SCC(=O)NC2CC2)n1`?
OX1R antag-1: -31.1; OX1R antag-2: 4.4; CHT allo act: inactive

Results for COC(=O)c1ccc(CC(=O)c2c(C)cc(O)cc2O)o1 ?
OX1R antag-1: 2.2; OX1R antag-2: 46.9; CHT allo act: inactive

How did COC(=O)c1cc(OC)c(OC)cc1NC(=O)c1cc(C(C)(C)C)oc1C do in these assays?
OX1R antag-1: -19.8; OX1R antag-2: 9.2; CHT allo act: inactive

How did COc1ccc(-n2nc3c(c2NC(=O)c2ccc(S(=O)(=O)N4CCOCC4)cc2)CS(=O)(=O)C3)cc1 do in these assays?
OX1R antag-1: 2.9; OX1R antag-2: -8.9; CHT allo act: inactive

How did N#Cc1nc(-c2ccccc2Cl)oc1NCc1ccco1 do in these assays?
OX1R antag-1: -15.3; OX1R antag-2: 37.1; CHT allo act: inactive

How did Cc1cc(N2CCN(C)CC2)nc(N2CCOCC2)n1 do in these assays?
OX1R antag-1: -5.0; OX1R antag-2: 15.5; CHT allo act: 8.35*

What do the screens show for `O=C(Nc1ccc2c(c1)CCC2)c1c(F)cccc1Cl`?
OX1R antag-1: -30.6; OX1R antag-2: 17.0; CHT allo act: inactive

How did CCOC(=O)c1sc2ncnc(N3CCN(c4ccc(OC)cc4)CC3)c2c1C do in these assays?
OX1R antag-1: -15.3; OX1R antag-2: 15.4; CHT allo act: inactive

How did O=S(=O)(Nc1ccc(Cc2ccncc2)cc1)c1ccc(Cl)c(Cl)c1 do in these assays?
OX1R antag-1: 29.7; OX1R antag-2: 20.8; CHT allo act: inactive

Results for COc1ccccc1N1CCN(C(=O)COc2ccc(Cl)cc2Br)CC1 ?
OX1R antag-1: -16.8; OX1R antag-2: 22.3; CHT allo act: inactive

Results for COc1ccc(N(C(=O)c2ccco2)C(C(=O)NC2CCCC2)c2cc(OC)c(OC)c(OC)c2)cc1 (centres undefined) ?
OX1R antag-1: -15.1; OX1R antag-2: 12.8; CHT allo act: inactive

How did CCn1c(=O)c2ccccc2n2c(SCC(=O)N3CCc4ccccc4C3)nnc12 do in these assays?
OX1R antag-1: -12.5; OX1R antag-2: 5.6; CHT allo act: inactive

How did CN(C)CCCNC(=O)CCC1CCCCC1 do in these assays?
OX1R antag-1: -14.0; OX1R antag-2: -1.3; CHT allo act: inactive

How did Cc1ccc(S(=O)(=O)Nc2cccc(C(=O)NCC3CCCO3)c2)cc1F (centres undefined) do in these assays?
OX1R antag-1: -22.3; OX1R antag-2: 12.1; CHT allo act: inactive

Results for O=C(O)c1cccc(NC(=S)NC(=O)c2ccc(-c3ccccc3)cc2)c1 ?
OX1R antag-1: -0.1; OX1R antag-2: 6.2; CHT allo act: inactive

Results for Cc1ccc(Nc2nc(N)c(C#N)c(CC#N)c2C#N)cc1 ?
OX1R antag-1: -9.8; OX1R antag-2: 15.4; CHT allo act: inactive

What do the screens show for `N/C(=N\OC(=O)/C=C/c1ccccc1)c1ccccc1`?
OX1R antag-1: -15.8; OX1R antag-2: 8.9; CHT allo act: inactive

Results for Cc1cccc(N2CCN(c3nc4ccccc4n4cnnc34)CC2)c1C ?
OX1R antag-1: -5.2; OX1R antag-2: 8.8; CHT allo act: inactive

How did Cc1nnsc1C(=O)Nc1ccc(S(=O)(=O)N2CCCC(C)C2)cc1 (centres undefined) do in these assays?
OX1R antag-1: -0.4; OX1R antag-2: 8.6; CHT allo act: inactive

What do the screens show for `COc1ccc(OC)c(S(=O)(=O)N2CCN(c3ncccn3)CC2)c1`?
OX1R antag-1: -6.7; OX1R antag-2: 4.7; CHT allo act: inactive

What do the screens show for `CC(/C=C/c1ccccc1)=N\Nc1nc(C)cc(C)n1`?
OX1R antag-1: -27.0; OX1R antag-2: 18.8; CHT allo act: inactive

What do the screens show for `Cc1ccccc1-n1c(SCC(=O)N2CCCC2)nnc1-c1ccccn1`?
OX1R antag-1: 7.4; OX1R antag-2: -8.8; CHT allo act: inactive

An unsorted share of the library; any-hit rate near 2.5%.
